TDP2 absorb: human TDP2 enzyme inhibitors, primary screen, biochemical, epi absorbance, recombinant enzyme; Tyrosyl-DNA phosphodiesterase 2 (Homo sapiens), O95551; T5PNP hydrolysis, p-nitrophenol absorbance 415 nm; inhibition, % at 12.8 µM; 0.34% of 370,000 active; AID 720702, 2013;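 active means inhibition above the mean of all tested compounds plus 3 SD, set per campaign, cut at about 25% in these data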;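 further: 0% = DMSO with enzyme and 100% = buffer with substrate but no TDP2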
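test system = human TDP2 enzyme | input = TDP2 enzyme at 120 nM final | medium = 50 mM Tris-HCl pH 7.5 with Mg2+, KCl, DTT, BSA | also added = T5PNP substrate, 5 mM | times = 2 h at 37 °C | technique = epi absorbance | benchmarks = high control without enzyme, low control DMSO plus TDP2 | replication = each compound tested once, singlicate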
TCR-CD3 inh: inhibitors of human TCR-CD3 interaction, primary screen, biochemical, fluorescence, TAMRA-labeled TCR probe; inhibition, % at 9.4 µM; 0.37% of 360,000 active; AID 651800, 2012; T-cell receptor (TCR); in the data active means inhibition above about 19%;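 further: recombinant mutant TCR 2C K166C tagged with TAMRA read by polarization; 0% = receptor in buffer alone and 100% = receptor with positive control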
MBD2 DNA inh: inhibitors of MBD2 binding to methylated DNA, primary screen, biochemical, TR-FRET, DNA-binding domain, human; MBD2 binding to methylated oligonucleotide; inhibition, % at 4.4 µM; 0.31% of 370,000 active; AID 686964, 2013; in the data active means inhibition above about 13%
rCAG binder: binders of r(CAG) RNA repeats, primary screen, biochemical, fluorescence | r(CAG) RNA repeat, TO-PRO-1 dye displacement fluorescence | inhibition, % at 3 µM | 1.3% of 370,000 active;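 active means inhibition above the plate cutoff, the mean of all test compounds on that plate plus 3 SD, cut at about 35% in these data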;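 further: 0% = DMSO alone and 100% = 100 µM mitoxantrone as full dye displacement; higher means more dye released from RNA so lower well fluorescence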
HTRA1 inh: HTRA1 serine protease inhibitors, primary screen, biochemical, fluorescence polarization, HTS | Q92743 | recombinant HTRA1, FP-rhodamine activity-based probe | inhibition, % at 5.96 µM | 0.5% of 340,000 active | AID 504803, 2011; in the data active means inhibition above about 36%;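 further: 0% = enzyme with DMSO and 100% = wells lacking enzyme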
Target sequence (Q92743 whole entry, looked up): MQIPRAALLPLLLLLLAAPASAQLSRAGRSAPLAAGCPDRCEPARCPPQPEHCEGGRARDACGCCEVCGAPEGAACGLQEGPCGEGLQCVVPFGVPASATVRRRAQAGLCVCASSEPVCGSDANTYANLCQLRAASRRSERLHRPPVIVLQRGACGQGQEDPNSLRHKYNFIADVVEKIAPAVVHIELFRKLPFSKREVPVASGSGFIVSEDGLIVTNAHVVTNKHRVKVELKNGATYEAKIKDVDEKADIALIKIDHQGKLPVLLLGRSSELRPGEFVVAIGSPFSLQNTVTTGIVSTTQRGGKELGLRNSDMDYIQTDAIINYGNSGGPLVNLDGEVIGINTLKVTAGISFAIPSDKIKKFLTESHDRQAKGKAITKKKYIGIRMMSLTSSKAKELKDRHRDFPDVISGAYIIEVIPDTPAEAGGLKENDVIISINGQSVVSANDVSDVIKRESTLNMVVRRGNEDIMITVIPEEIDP
LEDGF integ inh: blockers of LEDGF/p75-dependent integrase strand transfer – biochemical, TR-FRET, high throughput, primary screen. HIV-1 integrase (with human LEDGF/p75). TR-FRET IN-LEDGF/p75 DNA integration, Eu/Cy5. inhibition, % at 3.7 µM. 0.64% of 370,000 active;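 active means inhibition above the screen-wide mean plus 3 SD, cut at about 13% in these data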;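 further: signal is the Cy5 over europium emission ratio at 671 and 618 nm; 0% = plate median of compound wells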
SIAE primary: human SIAE inhibitors, primary screen, biochemical, fluorescence polarization, FP-Rh probe, 1536-well HTS. Sialate O-acetylesterase (Homo sapiens), Q9HAT2. SIAE FP-Rh probe binding. inhibition, % at 9.66 µM. 0.69% of 370,000 active;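 active means inhibition above a cutoff: mean of compounds within the control limits plus 3 SD of those, cut at about 17% in these data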;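 further: 0% = plate median of compound wells and 100% = probe without SIAE protein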
mABHD4 FP: ABHD4 inhibitors, primary screen, biochemical, fluorescence polarization, mouse; purified mABHD4, FP-Rh probe fluorescence polarization; 0.54% of 370,000 active; AID 720543, 2013; (Lyso)-N-acylphosphatidylethanolamine lipase (Mus musculus), Q8VD66; inhibition, % at 8.92 µM;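 active means inhibition exceeding the mean over every tested compound plus 3 SD, cut at about 30% in these data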;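 further: 0% = plate median of compound wells and 100% = S159A mutant with DMSO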
Target sequence (Q8VD66 whole entry, looked up): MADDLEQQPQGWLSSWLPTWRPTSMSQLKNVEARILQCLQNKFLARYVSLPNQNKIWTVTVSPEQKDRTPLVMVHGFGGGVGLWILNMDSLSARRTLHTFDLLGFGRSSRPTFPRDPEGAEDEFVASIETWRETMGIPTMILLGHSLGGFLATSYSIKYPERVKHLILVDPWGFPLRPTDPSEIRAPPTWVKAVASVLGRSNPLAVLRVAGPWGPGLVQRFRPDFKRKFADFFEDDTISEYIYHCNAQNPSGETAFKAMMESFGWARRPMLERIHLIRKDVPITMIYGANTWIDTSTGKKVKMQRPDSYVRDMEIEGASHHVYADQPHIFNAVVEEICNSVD
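Assay system: Wild-type mouse ABHD4 protein | Medium: HEPES pH 7.0 buffer, 150 mM NaCl, 0.01% Pluronic F-127 | Incubation: Enzyme–compound pre-incubation 45 min, then probe 60 min, both 25 °C | Technique: Fluorescence polarization with parallel and perpendicular emission, 525/598 nm | Evaluation: % inhibition of FP-Rh probe binding versus controls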
GC-B act: human GC-B receptor activators, primary screen, HEK293 GC-B cells, cGMP TR-FRET, EC30 CNP | 0% at EC30 CNP, 100% saturating CNP | Atrial natriuretic peptide receptor 2 (Homo sapiens), P20594 | 0.11% of 370,000 active | activation, % at 10 µM;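 active means activation at 10 µM reaching about 35% in either raw or pattern-adjusted values, limit read from the data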
PRMT1 inh: PRMT1 methyltransferase inhibitors, primary screen, biochemical, fluorescence polarization. AID 652257, 2013. inhibition, % at 2.79 µM. 1.3% of 370,000 active. recombinant PRMT1, activity-based probe fluorescence polarization. Protein arginine N-methyltransferase 1 (Homo sapiens), Q99873;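 active means inhibition above about 21% made by adding two undisclosed values, limit read from the data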
Active calls of the source: *. An excerpt. The share of hits here may be higher or lower than overall.

Screening COc1ccccc1CNC(=O)COC(=O)c1ccc(S(=O)(=O)N2CCCCC2)cc1 returned TDP2 absorb -5, TCR-CD3 inh 3, MBD2 DNA inh -1, rCAG binder -3, HTRA1 inh 5, LEDGF integ inh -4, SIAE primary 3, mABHD4 FP 5, GC-B act 2 and PRMT1 inh -3.
CCCOC(=O)C(=O)NNc1ccccc1 was read as TDP2 absorb 14, TCR-CD3 inh 3, MBD2 DNA inh 5, rCAG binder -2, HTRA1 inh -2, LEDGF integ inh -2, SIAE primary 9, mABHD4 FP 5, GC-B act -1 and PRMT1 inh 0.
CCOC(=O)N1CCN(Cc2ccc3ccccc3c2)CC1 was read as TDP2 absorb 14, TCR-CD3 inh -5, MBD2 DNA inh -2, rCAG binder -9, HTRA1 inh 2, LEDGF integ inh 7, SIAE primary 13, mABHD4 FP 8, GC-B act -1 and PRMT1 inh 0.
Screening Cc1ccc(OC(C)C(=O)OCC(=O)Nc2sccc2C(N)=O)cc1 (centres undefined) returned TDP2 absorb 3, TCR-CD3 inh 3, MBD2 DNA inh 2, rCAG binder 3, HTRA1 inh -8, LEDGF integ inh -1, SIAE primary -2, mABHD4 FP 1, GC-B act -2 and PRMT1 inh -4.
`COc1ccc(OC)c(NC(=S)Nc2ccccc2)c1` gave TDP2 absorb 15, TCR-CD3 inh 6, MBD2 DNA inh -3, rCAG binder 1, HTRA1 inh 9, LEDGF integ inh -3, SIAE primary 14, mABHD4 FP 3, GC-B act -3 and PRMT1 inh -3.
Screening Cc1cc(NC(=O)CSc2cn(CC(=O)N(C(C)C)C(C)C)c3ccccc23)no1 returned TDP2 absorb -12, TCR-CD3 inh 8, MBD2 DNA inh -5, rCAG binder -7, HTRA1 inh 0, LEDGF integ inh -4, SIAE primary 6, mABHD4 FP -4, GC-B act 10 and PRMT1 inh -1.
Cc1nn(C)c(C)c1S(=O)(=O)N1CCCC(C(=O)N2CCN(c3ccc(Cl)cc3)CC2)C1 (centres undefined) was read as TDP2 absorb 3, TCR-CD3 inh 2, MBD2 DNA inh -1, rCAG binder 3, HTRA1 inh -3, LEDGF integ inh -1, SIAE primary 12, mABHD4 FP -8, GC-B act -1 and PRMT1 inh -2.
`CC(=O)Nc1cc(C(=O)NCc2ccco2)ccc1Sc1ccc(F)cc1` gave TDP2 absorb 7, TCR-CD3 inh 4, MBD2 DNA inh -1, rCAG binder -3, HTRA1 inh 4, LEDGF integ inh 1, SIAE primary 0, mABHD4 FP -5, GC-B act -3 and PRMT1 inh 1.
`Cc1nn(C(=O)c2ccccc2)c2c1C(=O)CC(C)(C)C2` gave TDP2 absorb -12, TCR-CD3 inh 6, MBD2 DNA inh -4, rCAG binder 1, HTRA1 inh 0, LEDGF integ inh -2, SIAE primary -7, mABHD4 FP -1, GC-B act -1 and PRMT1 inh -4.
Screening CS(=O)(=O)CCC(C(=O)Nc1ccc2c(c1)OCO2)N1Cc2ccccc2C1=O (centres undefined) returned TDP2 absorb -24, TCR-CD3 inh 3, MBD2 DNA inh -2, rCAG binder 6, HTRA1 inh 10, LEDGF integ inh 1, SIAE primary -9, mABHD4 FP 2, GC-B act 0 and PRMT1 inh 2.
Screening Cc1ccccc1-c1cc(=O)c2ccccc2o1 returned TDP2 absorb 7, TCR-CD3 inh -1, MBD2 DNA inh 3, rCAG binder 2, HTRA1 inh -6, LEDGF integ inh 1, SIAE primary 2, mABHD4 FP 1, GC-B act -3 and PRMT1 inh 2.
For CCOC(=O)COc1ccc(S(=O)(=O)Nc2cccc(SC)c2)cc1 the results were TDP2 absorb 8, TCR-CD3 inh 6, MBD2 DNA inh 3, rCAG binder 3, HTRA1 inh -9, LEDGF integ inh -4, SIAE primary -7, mABHD4 FP -5, GC-B act 0 and PRMT1 inh 1.
For Cc1ccccc1CS(=O)(=O)Cc1ccc(C(=O)Nc2cccc(C)c2C)o1 the results were TDP2 absorb -9, MBD2 DNA inh 1, rCAG binder 5, LEDGF integ inh 3, SIAE primary -5, mABHD4 FP -1, GC-B act -3 and PRMT1 inh -6.
CCCn1cnc2c(sc3nc4c(cc32)CSC(C)(C)C4)c1=O was read as TDP2 absorb 10, TCR-CD3 inh 0, MBD2 DNA inh 2, rCAG binder -2, HTRA1 inh 0, LEDGF integ inh 1, SIAE primary -7, mABHD4 FP 2, GC-B act -5 and PRMT1 inh 2.
`Cc1cc(C)n2nc(SC(C)C(=O)N(C)c3ccccc3)nc2n1` (centres undefined) gave TDP2 absorb 1, TCR-CD3 inh -6, MBD2 DNA inh 1, rCAG binder -1, HTRA1 inh 7, LEDGF integ inh 4, SIAE primary -2, mABHD4 FP 0, GC-B act -5 and PRMT1 inh 1.
Screening Cc1cccc(OCC(=O)Nc2ccc3c(c2)nc2n3CCOC2)c1 returned TDP2 absorb -11, TCR-CD3 inh -2, MBD2 DNA inh 7, rCAG binder -5, HTRA1 inh 2, LEDGF integ inh -8, SIAE primary 0, mABHD4 FP -9, GC-B act 6 and PRMT1 inh 9.
Cc1ccc(-n2ncc3c(=O)n(CC(=O)N4CCN(c5ccccc5)CC4)cnc32)cc1C was read as TDP2 absorb 0, TCR-CD3 inh 2, MBD2 DNA inh 1, rCAG binder -1, HTRA1 inh -1, LEDGF integ inh 3, SIAE primary -1, mABHD4 FP -2, GC-B act 3 and PRMT1 inh -2.
For CCOc1ccc(C(=O)N2CCCC2C(=O)O)cc1 (centres undefined) the results were TDP2 absorb 5, TCR-CD3 inh -11, MBD2 DNA inh 3, rCAG binder -2, HTRA1 inh -1, LEDGF integ inh 1, SIAE primary 2, mABHD4 FP 2, GC-B act 4 and PRMT1 inh -3.
CC(=O)Nc1cc(C(=O)N2CCc3ccccc3C2)ccc1Sc1ccc(C)cc1 was read as TDP2 absorb -7, TCR-CD3 inh 3, MBD2 DNA inh -2, rCAG binder -6, HTRA1 inh -33, LEDGF integ inh 1, SIAE primary -3, mABHD4 FP -2, GC-B act 1 and PRMT1 inh 2.
Screening CC(C)(C)C(=O)NCc1ccc(C(=O)CSc2nnc(-c3ccncc3)n2C2CC2)s1 returned TDP2 absorb 4, TCR-CD3 inh 1, MBD2 DNA inh 1, rCAG binder 4, HTRA1 inh 1, LEDGF integ inh -4, SIAE primary -1, mABHD4 FP 6, GC-B act -4 and PRMT1 inh 3.
Screening O=C(Nc1ccc2c(c1)OCCO2)C1CCCN(S(=O)(=O)c2cnc[nH]2)C1 (centres undefined) returned TDP2 absorb -4, TCR-CD3 inh 1, MBD2 DNA inh 0, rCAG binder 1, HTRA1 inh 1, LEDGF integ inh -2, SIAE primary 0, mABHD4 FP 0, GC-B act -1 and PRMT1 inh -1.
For COC(=O)c1ccc(CNC(=O)CNc2cc(C(F)(F)F)ccc2N2CCOCC2)cc1 the results were TDP2 absorb -4, TCR-CD3 inh 5, MBD2 DNA inh -1, rCAG binder 1, HTRA1 inh 8, LEDGF integ inh 0, SIAE primary 10, mABHD4 FP 5, GC-B act -5 and PRMT1 inh -1.
Screening O=C(NCc1ccccc1)[C@H]1CCCN1C(=O)[C@H]1CCCN1C(=O)c1ccc(F)c(F)c1 returned TDP2 absorb 11, TCR-CD3 inh 7, MBD2 DNA inh 1, rCAG binder -1, LEDGF integ inh -1, SIAE primary 18*, mABHD4 FP -1, GC-B act 4 and PRMT1 inh -3.
`CCCCCN1CCCCC(NC(=O)Cc2ccccc2)C1=O` (centres undefined) gave TDP2 absorb 5, MBD2 DNA inh 1, rCAG binder 29, LEDGF integ inh 0, SIAE primary -1, mABHD4 FP 6, GC-B act 7 and PRMT1 inh -1.
For COc1cc(/C=C(\C#N)C(=O)NCC2CCCO2)ccc1OC(=O)c1ccco1 (centres undefined) the results were TDP2 absorb 3, TCR-CD3 inh 1, MBD2 DNA inh 3, rCAG binder 1, HTRA1 inh 8, LEDGF integ inh -3, SIAE primary 2, mABHD4 FP 5, GC-B act -1 and PRMT1 inh 1.
COC(=O)[C@H](CC(C)C)N(Cc1cn(CC2CCCCC2)nn1)S(=O)(=O)c1ccccc1Br was read as TDP2 absorb -6, MBD2 DNA inh 17*, rCAG binder 4, LEDGF integ inh 4, SIAE primary -1, mABHD4 FP 8, GC-B act 1 and PRMT1 inh 5.
CCOC(=O)c1oc2ccccc2c1CN1CCN(C)CC1 was read as TDP2 absorb 8, TCR-CD3 inh 7, MBD2 DNA inh 1, rCAG binder -2, HTRA1 inh 1, LEDGF integ inh -2, SIAE primary 5, mABHD4 FP 2, GC-B act 5 and PRMT1 inh -2.
For CC(C)N(Cc1nccn1C)C(=O)CCc1nnc(CCCc2ccccc2)o1 the results were TDP2 absorb 5, TCR-CD3 inh 7, MBD2 DNA inh 0, rCAG binder -5, HTRA1 inh 7, LEDGF integ inh -1, SIAE primary 2, mABHD4 FP -2, GC-B act -2 and PRMT1 inh 0.
CC(C)(C)NC(=O)COC(=O)c1ccccc1Oc1ccccc1 was read as TDP2 absorb 0, TCR-CD3 inh -2, MBD2 DNA inh -2, rCAG binder -8, HTRA1 inh -1, LEDGF integ inh -2, SIAE primary -1, mABHD4 FP 4, GC-B act 10 and PRMT1 inh -1.
For Fc1ccc(-c2nnn(Cc3nc4ccccc4s3)n2)cc1 the results were TDP2 absorb -2, TCR-CD3 inh -7, MBD2 DNA inh 2, rCAG binder 1, HTRA1 inh -18, LEDGF integ inh -1, SIAE primary -4, mABHD4 FP -8, GC-B act 5 and PRMT1 inh 5.
COc1cccc(-c2ncc3ccccc3c2COC(=O)c2ccc(Br)cc2)c1 was read as TDP2 absorb 6, TCR-CD3 inh -4, MBD2 DNA inh -1, rCAG binder 0, HTRA1 inh -5, LEDGF integ inh 1, SIAE primary -4, mABHD4 FP 5, GC-B act 4 and PRMT1 inh -1.
`COc1cc(OC)c(/C=N/NC(=O)Cn2nc([N+](=O)[O-])cc2C)c(OC)c1` gave TDP2 absorb -2, TCR-CD3 inh 2, MBD2 DNA inh 7, rCAG binder -2, HTRA1 inh 7, LEDGF integ inh 0, SIAE primary -7, mABHD4 FP 1, GC-B act -9 and PRMT1 inh 4.
